DENV2 CPE rescue: DENV2-induced cell death inhibition | DENV2-infected cells, cytopathic effect rescue, plate reader | CPE inhibition, % at 9.99 µM | 1.7% of 350,000 active; in the data active = CPE inhibition above about 20%, passing the limit was not always enough; inconclusive = no clear call, values can overlap the other calls; tested in BHK-21 cells;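 also: 0% = median of neutral control wells and 100% = median of positive control wells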
XiGFP reactiv: activators of X-chromosome reactivation in mouse fibroblasts. XiGFP mouse fibroblasts, % GFP-positive cells imaging, 3 d; cells co-treated with 5-aza-dC sensitizer; scaled so ellipticine positive control = 100%. activation, % at 7.58 µM. 0.055% of 360,000 active. AID 743238;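 active = mean normalized replicate activation at least 10% and every replicate at or above 10%; inconclusive = only one of the two criteria met; inactive = mean below 10% and not all replicates reach 10%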;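 also: 0% = median of on-plate neutral control wells and 100% = ellipticine 6 µM median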
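Material: XiGFP fibroblasts, SV40-immortalized. Buffer or medium: DMEM plus 5-aza-dC sensitizer. Compound: single concentration per compound, delivered by pin transfer. Times: 3 days compound exposure. Controls: ellipticine 6 µM.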
E-selectin induc: induces E-selectin expression in human endothelial cells | P16581 | HUVEC E-selectin immunofluorescence imaging; normalized: neutral wells 0, TNF-alpha wells 100 | activation, % at 7.58 µM | 0.37% of 260,000 active | AID 686992;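 active = mean E-selectin-positive cell signal at least 10% of the positive control, reached in at least 60% of replicates, without over 20% cell loss; inconclusive = no rule given, readout overlaps actives, possibly toxicity-flagged; inactive = the rest, including those meeting only one limit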;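 also: in these data hits start at about 27%; measured in HUVEC primary endothelial cells; signal is the percent of cells scored E-selectin positive by PE staining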
Target sequence (P16581 whole entry, looked up): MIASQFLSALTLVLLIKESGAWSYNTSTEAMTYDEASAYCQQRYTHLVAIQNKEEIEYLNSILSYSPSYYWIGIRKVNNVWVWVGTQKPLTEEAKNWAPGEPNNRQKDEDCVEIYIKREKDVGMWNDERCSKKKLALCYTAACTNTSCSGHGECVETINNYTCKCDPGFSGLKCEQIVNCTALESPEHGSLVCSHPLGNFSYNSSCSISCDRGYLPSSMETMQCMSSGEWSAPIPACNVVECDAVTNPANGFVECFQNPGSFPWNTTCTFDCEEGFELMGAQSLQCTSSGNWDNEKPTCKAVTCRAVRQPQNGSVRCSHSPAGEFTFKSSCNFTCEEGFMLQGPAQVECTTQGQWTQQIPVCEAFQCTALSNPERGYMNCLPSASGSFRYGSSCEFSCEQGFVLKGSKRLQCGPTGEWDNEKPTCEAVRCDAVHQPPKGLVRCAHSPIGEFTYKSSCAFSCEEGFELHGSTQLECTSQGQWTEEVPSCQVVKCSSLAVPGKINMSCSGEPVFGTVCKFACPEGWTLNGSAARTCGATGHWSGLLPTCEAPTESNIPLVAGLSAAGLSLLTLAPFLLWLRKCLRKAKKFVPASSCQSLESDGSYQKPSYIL
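assay system = HUVEC, human umbilical vein endothelial cells | input = 3,000 HUVEC seeded per well | medium = EGM-2 growth medium on 0.1% gelatin-coated wells | dosing = one compound dose added by pin transfer | signal = immunofluorescence imaging | read-out basis = % PE-positive cells | control set = TNF-alpha, DMSO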
CFTR F508del cor: correctors of CFTR F508del function in bronchial epithelial cells. CFBE cells, YFP halide quenching; stimulated with forskolin plus potentiator P3; % fluorescence drop versus neutral controls. activity (quench increase), % at 7.58 µM. 0.36% of 350,000 active. AID 720511;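 active = mean added fluorescence quench of at least 8% versus neutral control, with both replicates also reaching 8%; inconclusive = only one of the mean or replicate conditions met; inactive = mean below 8% and not both replicates reaching 8%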;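 also: cells transiently co-express mutant CFTR-F508del with the halide-sensitive YFP; corrector assay measuring rescue of mutant channel to the surface after 24 h compound exposure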
RAD52 anneal inh: inhibitors of human RAD52 DNA annealing. recombinant RAD52 DNA annealing, FRET fluorescence. inhibition, % at 18.7 µM. 0.46% of 360,000 active. AID 651710;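 active = every replicate showing at least 50% inhibition; inconclusive = mean inhibition at least 50% but not in every replicate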
Target sequence (P43351 whole entry, looked up): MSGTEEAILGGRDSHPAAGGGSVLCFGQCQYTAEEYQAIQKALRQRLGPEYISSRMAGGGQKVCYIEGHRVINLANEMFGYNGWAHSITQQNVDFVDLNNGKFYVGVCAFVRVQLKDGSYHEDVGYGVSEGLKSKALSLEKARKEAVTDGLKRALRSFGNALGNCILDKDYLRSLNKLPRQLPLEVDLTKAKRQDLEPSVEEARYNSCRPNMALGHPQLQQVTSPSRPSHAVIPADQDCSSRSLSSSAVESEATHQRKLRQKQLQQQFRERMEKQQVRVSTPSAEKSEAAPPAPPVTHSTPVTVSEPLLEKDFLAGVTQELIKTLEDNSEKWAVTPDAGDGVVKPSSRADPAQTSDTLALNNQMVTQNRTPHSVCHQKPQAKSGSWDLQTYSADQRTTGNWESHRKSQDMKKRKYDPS
RAD54 branch: blocks human RAD54 Holliday junction branch migration; FAM/BHQ fluorescence; Q92698; inhibition, % at 10.4 µM; 0.14% of 360,000 active;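 active = mean normalized replicate activity at least 40 and at least half of replicates scoring 40 or more; inconclusive = only one of the two criteria met; inactive = mean below 40 and under half of replicates reaching 40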;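 also: 0% = median of neutral control wells and 100% = median of positive control wells; inhibitors cause a drop in the FAM fluorescence signal; in these data hits start at about 50%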
CASP6 VEID inh: blocks human caspase-6 cleavage activity | inhibition, % at 12.5 µM | 0.53% of 350,000 active | purified caspase-6, Z-VEID-R110 cleavage fluorescence | P55212;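 active = mean inhibition across replicates at least about 35%, with every replicate also reaching that limit, limit read from the data; inconclusive = only one of the two criteria met; inactive = neither criterion met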;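 also: 0% = median of neutral control wells and 100% = no fluorescence left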
GSIS activator: GLuc luminescence reporter in INS-1E cells, primary screen for activators of glucose-dependent secretion of insulin; INS-1E GLuc reporter insulin secretion, 2-3 h; activation, % at 16.6 µM; 0.61% of 370,000 active; AID 743287;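 active = lowest replicate activation of at least 40%, so every replicate reaches that level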;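 also: 0% = median of neutral control wells and 100% = median of IBMX positive control wells; some compounds called inactive have numbers as strong as hits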
* = called active by the depositor; ? = inconclusive; . = not tested or not shown. Rows were taken by chance. Share with any hit: about 3.7%.

SMILES | DENV2 CPE rescue | XiGFP reactiv | E-selectin induc | CFTR F508del cor | RAD52 anneal inh | RAD54 branch | CASP6 VEID inh | GSIS activator
O=C(Nc1ccc(F)cc1)N[C@H]1CC[C@@H](CCn2cc(C3(O)CCCC3)nn2)O[C@@H]1CO | -3 | -0.2 | 1.0 | 0.2 | -13 | -9 | 3 | -1
CN1CCN(C(=O)c2cc3ccccc3[nH]2)CC1 | ? | 0.0 | 0.1 | 5.6 | -7 | 8 | 0 | 11
CCOc1ccccc1N1CN(C2CCCCC2)CNC1=S | 1 | 0.0 | 2.8 | -1.5 | -13 | 4 | -3 | 15
Cc1ccc(N2C(=O)N(CC(=O)Nc3ccc(C)cc3[N+](=O)[O-])C(=O)C2C)cc1 (centres undefined) | -3 | 0.0 | 0.5 | 0.6 | -9 | 0 | 3 | -25
NC(=O)c1ccccc1NC(=O)COc1ccc(Cl)cc1 | -3 | 0.0 | 0.9 | -1.7 | -6 | -6 | -1 | 16
Cc1nnsc1-c1nc2ccccc2n1C(CCc1ccccc1)c1nc2ccccc2[nH]1 (centres undefined) | 9 | 0.1 | -0.3 | 0.4 | 5 | . | -1 | .
O=c1cc(CN2CCN(Cc3ccc(F)cc3)C(CCO)C2)[nH]c2ccccc12 (centres undefined) | 2 | 0.0 | . | -0.9 | -3 | -1 | 1 | 5
Cn1cccc1C1CCCN1CC(=O)Nc1ccc(C(N)=O)cc1 (centres undefined) | -2 | 0.4 | 0.6 | 0.1 | -44 | 1 | 0 | 4
COc1ccc(S(=O)(=O)N2CCN(CC(=O)NC(C)c3cccs3)CC2)cc1 (centres undefined) | -7 | 0.5 | . | -4.4 | -91 | -2 | -3 | -1
COc1ccc(OC)c(-n2c(C)cc(C=O)c2C)c1 | 6 | -0.1 | 4.6 | 0.0 | -2 | 1 | 10 | -6
COc1ccccc1CNC(=O)Cc1csc(NC(=O)Nc2ccccc2OC)n1 | 8 | 0.1 | 0.0 | -3.6 | -12 | 3 | 0 | -10
CCC(C)N(CCNC(=O)c1ccc(NC2=NC3CS(=O)(=O)CC3S2)cc1)Cc1ccco1 (centres undefined) | 3 | -0.4 | . | 0.1 | -10 | 7 | -2 | .
CN1c2ccc(-c3ccccc3F)cc2[C@H]2[C@H](CCN2S(=O)(=O)c2ccccc2)[C@@H]1CO | 21* | 0.0 | 1.2 | 1.8 | 13 | -10 | 1 | -1
COc1ccc(S(=O)(=O)N(C)C[C@@H]2OCCCC[C@@H](C)Oc3ccc(NC(=O)c4ccccc4)cc3C(=O)N([C@H](C)CO)C[C@H]2C)cc1 | 4 | -0.4 | -0.1 | -2.4 | -63 | 3 | -2 | -28
CSC[C@H]1CN(c2ccccc2)C(=O)[C@@H]1CC(=O)Nc1ccccc1 | ? | -0.2 | 0.1 | 2.6 | -2 | -6 | 1 | -27
C[C@H](O)C#Cc1ccc2c(c1)O[C@H](CN(C)C)[C@@H](C)CN([C@@H](C)CO)S2(=O)=O | -6 | -0.3 | -0.1 | 1.9 | 12 | -5 | 1 | 19
Clc1ccc2nc(-c3ccccc3)c(Cc3ccccc3)n2c1 | 17 | 0.2 | . | -1.6 | -35 | 4 | 3 | 0
COC(=O)c1ccc(OCC(O)CN2CCOCC2)cc1 (centres undefined) | 1 | 0.2 | . | -0.5 | -15 | -3 | 0 | 12
COc1cccc(C2Oc3ccccc3C3CC(c4cccs4)=NN32)c1 (centres undefined) | 81* | 0.1 | -0.2 | 1.6 | -23 | -3 | 0 | .
Cc1cc(NC(=O)CN2C(=O)NC(C)(c3ccccc3Cl)C2=O)no1 (centres undefined) | -5 | -0.1 | -0.2 | 1.7 | -11 | -3 | -5 | -8
COc1ccc(-c2cc(-c3ccccc3)nc(Cl)n2)cc1OC | -5 | 0.2 | . | 0.7 | -9 | 5 | 3 | -4
C[C@H]1CN([C@@H](C)CO)C(=O)c2cc(NC(=O)Nc3ccc4c(c3)OCO4)ccc2O[C@@H]1CN(C)C(=O)NC1CCCCC1 | ? | -0.9 | 0.1 | -3.8 | -15 | -3 | -1 | 6
COc1ccc(CN(C)C[C@H]2Oc3ccc(NC(=O)Nc4ccc(F)cc4)cc3C(=O)N([C@H](C)CO)C[C@@H]2C)cc1 | -1 | 0.1 | 2.2 | 1.3 | 17 | 15 | -2 | -5
CCC(=O)Nc1ccc2c(c1)OC[C@@H](C)N(Cc1cc(-c3ccccc3)on1)C[C@@H](C)[C@H](OC)CN(C)C2=O | -12 | 0.0 | -0.2 | 3.3 | -18 | 2 | -2 | -22
CCCNC(=O)N1[C@@H](CO)[C@@H]2c3ccccc3N(C(=O)Nc3cccc(Cl)c3)C[C@@H]21 | 6 | 0.0 | 0.4 | 0.3 | 3 | 5 | -2 | 0
O=C(C1CCCC1)N1CC2(C1)[C@H](c1ccccc1)[C@@H](CO)N2CCC(F)(F)F | -1 | 0.2 | -0.1 | -0.4 | -11 | . | 2 | -16
Cc1cc(C)cc(NS(=O)(=O)c2c(C(=O)N3CCOCC3)c(C)n(C)c2C)c1 | 2 | 0.2 | . | -3.2 | 1 | 0 | 0 | -10
Nc1c(C(=O)NCCc2ccc(Cl)cc2)sc2ccc(S(=O)(=O)N3CCCCC3)cc12 | -1 | 0.0 | . | . | -11 | . | -1 | -3
O=P(OCC1CC1)(c1ccccc1)c1ccccc1 | . | 0.0 | . | 0.3 | -4 | 2 | 0 | 7
Cc1ccc(/C=C2/C(=O)ON=C2c2ccccc2)o1 | 42* | 0.0 | . | -1.0 | -118 | . | 60* | -1
CCOc1ccc(-c2cnc3cccnn23)cc1 | -12 | -0.1 | 0.6 | -2.8 | 13 | 3 | 0 | 19
Cc1ccc(SCCC(=O)N(C)CC(=O)Nc2c(C)cccc2C)cc1 | -5 | -0.2 | -0.1 | -3.9 | -5 | -1 | 1 | -5
Cc1oc(-c2ccc(Cl)cc2)cc1C(=O)O | -2 | 2.6 | 0.1 | -1.8 | -5 | . | 0 | 0
CCc1ccc(N2CC(C(=O)N3CCCCCC3)CC2=O)cc1 (centres undefined) | 2 | -0.1 | 0.4 | 0.7 | -6 | 3 | -4 | -9
CC(C)(O)C1=C[N+](=O)CC=C1 | ? | 0.1 | 0.0 | 0.4 | -4 | . | -2 | 2
Cc1ccc(OCCCCCN2CCOCC2)c(Cl)c1 | 12 | 0.3 | 9.0 | 0.7 | 6 | 2 | 4 | 19
COc1cc(OC)c(OC)cc1CNC(=O)c1ccc(COc2ccccc2)cc1 | -2 | 0.0 | -0.3 | -1.4 | -8 | -8 | -3 | 1
Cc1c(NC(=O)Nc2ccc(C(C)(C)C)cc2)c(=O)n(-c2ccccc2)n1C | -6 | 0.1 | 0.1 | 0.5 | -5 | -1 | -1 | -5
COc1cccc([C@@H]2CC=C(C(=O)O)[C@H](c3cccc(Cl)c3)N2S(=O)(=O)c2ccc(C)cc2)c1 | . | 0.0 | -0.1 | 1.7 | -19 | 11 | 4 | -13
COc1ccc(C(=O)N/N=C\c2coc3ccc(Cl)cc3c2=O)cc1 | 0 | 0.0 | 0.3 | -3.2 | -27 | 0 | 3 | -4
CCCN1C[C@@H](C)[C@H](OC)CN(C)C(=O)c2cc(NC(=O)NC3CCCCC3)ccc2OC[C@@H]1C | 4 | 4.0 | -0.4 | -2.0 | 26 | 10 | -3 | -20
O=C(c1ccc(C(F)(F)F)cc1)N1CCC(=O)N(C(COCc2ccccc2)Cc2ccccc2)CC1 (centres undefined) | 0 | 0.1 | -0.2 | 0.1 | -4 | 2 | 2 | .
COc1ccccc1CNC(=O)COC(=O)c1cccc(S(=O)(=O)N2CCCCC2)c1 | 1 | -0.1 | 0.0 | -0.2 | -11 | -4 | 4 | -13
Cc1ccc(CCN2CC(C(=O)NCCCN3CCN(C)CC3)CC2=O)cc1 (centres undefined) | -6 | 0.0 | 1.0 | 1.5 | -9 | -11 | -24 | .
C[C@@H]1CN([C@@H](C)CO)C(=O)Cc2cc(NC(=O)Nc3ccccc3)ccc2O[C@H]1CN(C)Cc1ccncc1 | -5 | -0.8 | -0.2 | -1.1 | 8 | 11 | -1 | -20
CCc1ccc(NC(=O)CSc2nc3ccccc3c(=O)n2CCCN2CCC(C)CC2)cc1 | 5 | 0.4 | . | -4.9 | -2 | . | 4 | -33
C[C@H](CO)N1C[C@H](C)[C@@H](CN(C)S(=O)(=O)c2ccc(F)cc2)OCCCC[C@H](C)Oc2ccc(NC(=O)Nc3ccc(F)cc3)cc2C1=O | -2 | 0.1 | 0.0 | 1.3 | . | 11 | . | -18
COc1ccc2c3c([nH]c2c1)[C@@H](CO)N(S(C)(=O)=O)CC31CCN(C(=O)c2cccnc2)CC1 | -3 | 0.3 | -0.1 | -3.7 | -7 | . | 0 | 5
CC1CCN(C(=O)COC(=O)c2ccc3c(c2)OCCO3)CC1 | 17 | 0.4 | 0.9 | -1.0 | -13 | -4 | 1 | -3
O=C(c1ccco1)N(CCC(c1ccccc1)c1ccco1)Cc1ccc(F)cc1 (centres undefined) | 2 | . | . | 1.7 | -133 | -5 | 5 | .

Three of these compounds, reformatted:
Value order – DENV2 CPE rescue, XiGFP reactiv, E-selectin induc, CFTR F508del cor, RAD52 anneal inh, RAD54 branch, CASP6 VEID inh, GSIS activator
> COc1ccc2c3c([nH]c2c1)[C@@H](CO)N(S(C)(=O)=O)CC31CCN(C(=O)c2cccnc2)CC1
→ -3, 0.3, -0.1, -3.7, -7, ., 0, 5
> CC1CCN(C(=O)COC(=O)c2ccc3c(c2)OCCO3)CC1
→ 17, 0.4, 0.9, -1.0, -13, -4, 1, -3
> O=C(c1ccco1)N(CCC(c1ccccc1)c1ccco1)Cc1ccc(F)cc1 (centres undefined)
→ 2, ., ., 1.7, -133, -5, 5, .

Additional compounds follow:
SMILES | DENV2 CPE rescue | XiGFP reactiv | E-selectin induc | CFTR F508del cor | RAD52 anneal inh | RAD54 branch | CASP6 VEID inh | GSIS activator
O=C(NCC1(N2CCCCC2)CCCCC1)c1ccc(S(=O)(=O)N2CCCC2)cc1 | . | 0.2 | -0.5 | -0.1 | -10 | . | -4 | -5
Cc1cccc(C(=O)Oc2cccc3c(O)cccc23)c1 | 4 | 0.0 | . | 1.4 | -3 | 5 | 1 | .
O=C(O)c1cccnc1Sc1ncnc2sc3c(c12)CCC3 | 3 | -0.1 | 5.1 | 0.3 | -8 | 4 | 6 | 29
COc1ccc(CCNC(=O)C(CCC(N)=O)NS(=O)(=O)c2ccc(Cl)cc2)cc1OC (centres undefined) | -2 | 0.3 | 0.0 | 0.6 | -13 | -5 | 4 | 22
COc1ccc(Cl)cc1C(=O)Nn1c(-c2cccs2)nc2ccccc2c1=O | -6 | 0.1 | . | . | 1 | . | -4 | -4
Cc1noc(C)c1NC(=O)Nc1ccc2c(c1)C(=O)N([C@@H](C)CO)C[C@@H](C)[C@@H](CN(C)Cc1ccccc1)OCCCC[C@H](C)O2 | 0 | 0.1 | -0.2 | -0.3 | 3 | -2 | 0 | 12
O=C(CNC1CCCCC1)Nc1ccc([N+](=O)[O-])cc1C(=O)Nc1ccccc1F | 0 | -0.2 | 0.7 | 1.6 | -7 | 5 | 0 | -5

Screens from PubChem BioAssay.
